GPT2 inhibitor – Primary qHTS assay for inhibitors of Glutamate pyruvate transaminase 2 (GPT2) | AID 1671188, 2021 | Recombinant GPT2, coupled pyruvate oxidase/HRP Amplex Red fluorescence | Potency, µM (titrated, usually from 57.7 µM), inactives show at the highest dose activity change, negative = inhibition, actives largely listed as inhibitors | 100,000 compounds, 0.25% hits; also: potency is read from the fitted curve at half-maximal effect; nearly all actives have a fitted effect of over 60% in size; many of its hits are not listed in these tables
Target sequence (Q8TD30 whole entry, looked up): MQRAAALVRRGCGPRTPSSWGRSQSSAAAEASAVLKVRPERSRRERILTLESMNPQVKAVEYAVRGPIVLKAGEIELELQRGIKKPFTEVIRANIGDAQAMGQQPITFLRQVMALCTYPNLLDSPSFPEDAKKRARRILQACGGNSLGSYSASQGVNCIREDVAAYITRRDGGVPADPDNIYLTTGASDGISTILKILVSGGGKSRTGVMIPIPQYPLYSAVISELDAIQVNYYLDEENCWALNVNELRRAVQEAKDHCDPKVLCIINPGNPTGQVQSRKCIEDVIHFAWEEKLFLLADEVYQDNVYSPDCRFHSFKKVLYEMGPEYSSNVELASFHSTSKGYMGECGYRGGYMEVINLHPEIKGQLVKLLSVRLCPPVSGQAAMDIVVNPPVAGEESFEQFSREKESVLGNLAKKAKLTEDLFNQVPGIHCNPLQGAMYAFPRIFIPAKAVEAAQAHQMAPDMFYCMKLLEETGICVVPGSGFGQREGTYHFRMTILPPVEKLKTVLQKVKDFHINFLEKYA
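Recombinant GPT2 (10ng/uL) with 250uM a-KG and 2mM L-alanine, 30 min at room temperature, in HEPES pH 7.5 buffer. Pyruvate detected by pyruvate oxidase/HRP/Amplex Red fluorescence after 30 min in the dark; AOA (50uM) as positive control.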
HEK293 tox – Cytotoxic Profiling in HEK 293 Cell Line of Diverse Libraries Using Quantitative High-Throughput Screening; HEK 293 viability, ATP luminescence (CellTiter-Glo), 48-72 h; Potency, µM (highest dose often 115 µM), for inactives: top-dose activity change, negative = cytotoxicity, most hits filed as inhibitors; 94,000 compounds, 6.6% hits; AID 1345083, 2018; also: potency is read from the fitted curve at half-maximal effect; nearly all actives have a fitted effect of over 60% in size
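250 HEK 293 cells/well; compound by pintool; incubated 48 or 72 hr at 37 degree Celsius; CellTiter-Glo added, 10 min RT, luminescence imaged.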
Luciferase inh – Firefly luciferase inhibition profiling of diverse chemical library using quantitative high-throughput screening; AID 1347043, 2019; 76,000 compounds, 2.5% hits; Potency, µM (doses to about 115 µM), inactives show at the top dose activity change, negative = inhibition, most hits filed as inhibitors; purified P. pyralis luciferase, luminescence, biochemical; Luciferin 4-monooxygenase (Photinus pyralis), P08659; also: potency is read from the fitted curve at half-maximal effect; nearly all actives have a fitted effect of over 65% in size
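FLuc 10nM, D-luciferin 10uM, ATP 10uM, Mg acetate 10mM, Tris acetate pH 7.5, Tween/BSA; cpd qHTS; enzyme added last; CCD luminescence.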
3T3 cytotox – Cytotoxic Profiling in NIH 3T3 Cell Line of Diverse Libraries Using Quantitative High-Throughput Screening. NIH 3T3 viability, CellTiter-Glo ATP luminescence, 48-72 h. Potency, µM (titrated, usually from 96.7 µM), without a hit: at the highest dose activity change, negative = cytotoxicity, usual class: inhibitors. 94,000 compounds, 4.3% hits. AID 1345082, 2018; also: potency is read from the fitted curve at half-maximal effect; nearly all actives have a fitted effect of over 55% in size
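Mouse fibroblast NIH 3T3 cells, 400 per well, received compound via pintool and were incubated for 48 or 72 hr prior to CellTiter-Glo ATP luminescence measurement.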
IP6K1 inhibitor – Primary qHTS assay for small molecule inhibitors of Inositol hexaphosphate kinase 1 (IP6K1); activity change, % (series mostly up to about 58 µM); 140,000 compounds, 0.81% hits; IP6K1 kinase, ADP-Glo luminescence, 2 h; active compounds read low; in the data active = activity change below about -25%
Target sequence (Q92551 whole entry, looked up): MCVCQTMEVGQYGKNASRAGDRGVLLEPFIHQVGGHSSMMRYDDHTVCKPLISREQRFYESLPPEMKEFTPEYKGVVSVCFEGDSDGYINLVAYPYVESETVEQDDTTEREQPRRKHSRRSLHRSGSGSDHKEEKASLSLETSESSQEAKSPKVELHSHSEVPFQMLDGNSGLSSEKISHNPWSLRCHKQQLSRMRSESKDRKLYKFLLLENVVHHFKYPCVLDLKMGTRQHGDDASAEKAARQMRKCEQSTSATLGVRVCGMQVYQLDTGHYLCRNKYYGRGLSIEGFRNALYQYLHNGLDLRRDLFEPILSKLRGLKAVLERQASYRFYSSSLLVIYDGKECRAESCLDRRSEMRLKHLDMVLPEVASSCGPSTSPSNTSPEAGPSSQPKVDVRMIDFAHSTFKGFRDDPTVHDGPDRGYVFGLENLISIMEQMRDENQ
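ADP-Glo luminescence measures ADP made by human IP6K1 during a 2 h RT reaction with ATP/IP6 (mix at 1.3 mM/130 uM); top library doses 57.5 and 19.1 uM final.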
SNCA expr inh – Primary qHTS assay for inhibitors of alpha-synuclein gene (SNCA) expression; HEK-293 SNCA-luciferase knock-in, luminescence, 24 h; Potency, µM (titrated, usually from 57.2 µM), without a hit: at the highest dose activity change, negative = inhibition, usual class: inhibitors; 140,000 compounds, 0.17% hits;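 also: potency is read from the fitted curve at half-maximal effect; plate controls were DMSO cells for no effect and cell-free wells for full effect; nearly all actives have a fitted effect of over 45% in size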
SNCA viab count – GF-AFC viability counterscreen for inhibitors of alpha-synuclein gene (SNCA) expression; HEK-293-SNCA-luc viability, GF-AFC fluorescence, 24 h; Potency, µM (top dose mostly 57.1 µM), for the others: at the highest dose activity change, negative = cytotoxicity, hits mostly cytotoxic; 150,000 compounds, 0.12% hits; AID 1671193, 2021;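 also: potency is read from the fitted curve at half-maximal effect; 0% = DMSO-treated cells and -100% = medium-only wells without cells; nearly all actives have a fitted effect of over 30% in size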
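Cytotoxicity counterscreen: after 24 h compound treatment of genome-edited SNCA-luciferase HEK-293 cells, live-cell protease substrate GF-AFC read by fluorescence after 30 min; activity scaled between DMSO (0%) and medium-only (-100%), curves Hill-fitted.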
Active calls of the source: *; i = inactive; u = inconclusive; x = no result given; & = joins results of further samples; [ ] = another dose, or the depositor's remark. Unless noted, calls follow the shape of the dose curve; as a rule, active = well fitted curve in the direction sought with a large enough effect; inconclusive = small, poorly fitted or top-dose-only effect, or another doubt; inactive = no such curve, though single readings can be large; an effect the other way counts as inactive or inconclusive. Unless noted, % is scaled to controls: 0 for no effect and ±100 for the full control effect. A portion of the library (hit frequency here may not be typical).

SMILES	GPT2 inhibitor	HEK293 tox	Luciferase inh	3T3 cytotox	IP6K1 inhibitor	SNCA expr inh	SNCA viab count
CCN(CC)C(C)C(=O)c1ccccc1 (stereo unspecified)	u	x	x	x	3	45%[25.6 µM]	13%[23.9 µM]
C=C[C@H]1CN2CC[C@H]1C[C@@H]2CNS(=O)(=O)c1cccc(F)c1	-5%[88.5 µM]	i	7%[172 µM]	i	0	u	4%[87.6 µM]
C[C@@H]1O[C@@H](O[C@H]2CC[C@@]3(C)C(CC[C@@H]4C3CC[C@]3(C)[C@@H](C5=CC(=O)OC5)CC[C@]43O)C2)[C@H](O)[C@H](O)[C@H]1O (stereo partly specified)	-15%[27.3 µM]	x	x	x	1	x	u
C#C[C@H]1CN2CC[C@H]1C[C@@H]2CNC(=O)CC(C)(C)C	-7%[88.5 µM]	-7%[230 µM]	-3%[230 µM]	-23%[230 µM]	-11	11%[87.6 µM]	3%[87.6 µM]
Cc1cc2c(N3CCC(N4C[C@@H]5CCN[C@@H]5C4)CC3)ncnc2s1	-5%	u	-3%	-12%	17	-10%	0%
CC(=O)c1cccc(NC(=O)NC[C@H]2C[C@@H]3CCN2C[C@@H]3c2cc(-c3cccs3)nc(C)n2)c1	-7%	22µM*	-5%	32µM*	-7	-1%	-7%
Cc1ccc([C@@H]2CN(Cc3ncc[nH]3)[C@@H]3C4CCN(CC4)[C@@H]32)cc1	1%	4%	2%	-2%	17	15%	-4%
CN(N=O)c1ccc(O)c(O)c1	3.2µM*	x	x	x	x	-17%	-29%

Next part:
SMILES	GPT2 inhibitor	HEK293 tox	Luciferase inh	3T3 cytotox	IP6K1 inhibitor	SNCA expr inh	SNCA viab count
COc1ccccc1C(=O)N1[C@H]2CC[C@@H]1c1cnc(-c3ccc(F)cc3)nc1C2	-4%	u	-1%	u	16	-20%	-19%
CCOC(=O)[C@H]1CN(C(=O)c2ccc(C)cc2)[C@]2(C)C(=O)N(CCOC)c3ccccc3[C@H]12	x	-12%	x	u	2	x	x
C#C[C@H]1CN2CC[C@H]1C[C@@H]2COC(=O)NCCC	i	u	-10%[230 µM]	-29%[230 µM]	-20	-12%[87.6 µM]	-15%[87.6 µM]
CCOC(=O)[C@H]1CN(C(=O)OCC)[C@]2(C)C(=O)N(C)c3ccccc3[C@H]12	x	u	x	-16%	-8	x	x
NC(=O)COc1c(F)cc(SCCNS(=O)(=O)c2ccccc2)cc1F	3%	x	x	x	x	5%	2%
COc1ccc(S(=O)(=O)NC[C@H]2C[C@@H]3CCN2C[C@@H]3CN2CCC(Cc3ccccc3)CC2)cc1	4%	u	8%	13µM*	-2	u	u
Cc1nc(-c2cccs2)cc([C@H]2CN3CC[C@H]2C[C@@H]3CNC(=O)c2ccccc2)n1	i	u	0%[172 µM]	u	17	-12%[87.6 µM]	-11%[87.6 µM]
Cc1ncc2c(n1)C[C@@H]1CC[C@H]2N1C(=O)CCc1ccccc1	-14%	0%	8%	5%	23	5%	10%

Next section:
SMILES	GPT2 inhibitor	HEK293 tox	Luciferase inh	3T3 cytotox	IP6K1 inhibitor	SNCA expr inh	SNCA viab count
Cc1ncc(OC[C@@]2(c3cccc(F)c3)C[C@H]2C(=O)Nc2ccc(F)cn2)c(C)n1	0%	x	x	x	x	-2%	-5%
O=C(c1ccccc1)N1C[C@@H]2C[C@H](C1)c1c(-c3ccccc3F)ccc(=O)n1C2	1%[88.5 µM]	-21%[172 µM]	-2%[172 µM]	1%[174 µM]	20	10%[87.6 µM]	-6%[87.6 µM]
CN(C(=O)CN1C(=O)COc2cc(Cl)c(Cl)cc21)[C@@H](CN1CCCC1)c1ccc(-c2cccc(C(N)=O)c2)cc1	i	x	x	x	412	x	u
Cc1nc(-c2ccc(C(F)(F)F)cc2)cc([C@H]2CN3CC[C@H]2C[C@@H]3CNC(=O)c2ccccc2C(=O)O)n1	-4%	2%	-4%	-3%	-1	0%	7%
COc1ccc(CC(=O)N2CCN(Cc3ccccc3-c3ccc(C)c(Cl)c3)CC2)cc1	i	u	x	u	-6	-11%	-12%[12.5 µM]
Oc1ccc(Cl)cc1Cc1ccccc1	i	x	x	x	-6&-12	-9%[25.6 µM]	-3%[23.9 µM]
COc1ccc(-c2cn(C[C@H]3C[C@@H]4CCN3C[C@@H]4C(=O)NCc3ccccc3)nn2)cc1	i	-21%[172 µM]	-5%[172 µM]	-25%[174 µM]	12	-11%[87.6 µM]	-3%[87.6 µM]
FC(F)(F)CN1C2CCC1CN(c1ncnc3sc(Cl)nc13)C2	-5%	-17%	x	u	1	4%	-11%

(continued)
SMILES	GPT2 inhibitor	HEK293 tox	Luciferase inh	3T3 cytotox	IP6K1 inhibitor	SNCA expr inh	SNCA viab count
C[C@](O)(CS(=O)(=O)c1ccc(F)cc1)C(=O)Nc1ccc(C#N)c(C(F)(F)F)c1	-6%	x	x	x	x	u	1%
CCC(C(=O)Nc1ccccc1F)N1C(=O)CN=C(c2ccccc2)c2ccccc21 (stereo unspecified)	x	x	x	x	-4	3%	u
CC(C)CCN1CCC2(CC1)CC(c1cccnc1)=NO2	u	-4%[172 µM]	-2%&2%[172 µM]	0%&-21%[138 µM]	1&4	u	-9%&-4%[87.6 µM]
COc1cc2c(cc1Oc1ccccc1)NC(=O)C21CCN(c2ncccn2)CC1	1%[88.5 µM]	u	-15%[172 µM]	79µM*	-14	-47%[87.6 µM]	-16%[87.6 µM]
O=C(c1ccc(F)cc1)N1C[C@@H]2C[C@H](C1)c1c(/C=C/c3ccc(Cl)cc3)ccc(=O)n1C2	2%	u	-1%	u	-1	-11%	-20%
CC(C)NC(=O)N1C[C@@H]2C[C@H](C1)c1c(-c3ccccc3F)ccc(=O)n1C2	2%[88.5 µM]	0%[172 µM]	-1%[172 µM]	-3%[174 µM]	14	7%[87.6 µM]	4%[87.6 µM]
CCc1ccc(-n2nc(C)c3c2NC(=O)CSC3c2ccc(OC)cc2OC)cc1 (stereo unspecified)	x	x	x	x	8	u	-3%
C=CC(C)(C)c1[nH]c2c(CC=C(C)C)cc(CC=C(C)C)cc2c1C[C@@H]1NC(=O)[C@H](C)NC1=O	i	x	x	x	9	x	15%

Four records picked at random from the list so far, as already listed:
SMILES	GPT2 inhibitor	HEK293 tox	Luciferase inh	3T3 cytotox	IP6K1 inhibitor	SNCA expr inh	SNCA viab count
CCc1ccc(-n2nc(C)c3c2NC(=O)CSC3c2ccc(OC)cc2OC)cc1 (stereo unspecified)	x	x	x	x	8	u	-3%
O=C(c1ccc(F)cc1)N1C[C@@H]2C[C@H](C1)c1c(/C=C/c3ccc(Cl)cc3)ccc(=O)n1C2	2%	u	-1%	u	-1	-11%	-20%
CCC(C(=O)Nc1ccccc1F)N1C(=O)CN=C(c2ccccc2)c2ccccc21 (stereo unspecified)	x	x	x	x	-4	3%	u
CC(C)CCN1CCC2(CC1)CC(c1cccnc1)=NO2	u	-4%[172 µM]	-2%&2%[172 µM]	0%&-21%[138 µM]	1&4	u	-9%&-4%[87.6 µM]

New compounds follow:
SMILES	GPT2 inhibitor	HEK293 tox	Luciferase inh	3T3 cytotox	IP6K1 inhibitor	SNCA expr inh	SNCA viab count
CCC1(c2ccccc2)CCC(=O)NC1=O (stereo unspecified)	-7%	x	x	x	23	3%[25.6 µM]	-8%[23.9 µM]
O=C(NC[C@H]1C[C@@H]2CCN1C[C@@H]2CN1CCCCC1)c1ccc(C(F)(F)F)cc1	-13%[88.5 µM]	u	0%[172 µM]	u	-3	7%[87.6 µM]	6%[87.6 µM]
Cc1nc(-c2ccccc2Br)cc([C@H]2CN3CC[C@H]2C[C@@H]3CNC(=O)c2ccc(C(C)(C)C)cc2)n1	0%	10µM*	-4%	25µM*	-3	u	u
C[C@H]1[C@@H]2Cc3ccc(O)cc3[C@@]1(C)CCN2C	1%[288 µM]	x	x	x	-9	-5%[87.6 µM]	52%[87.6 µM]
COCC1CN(Cc2ccncc2)CC12CCNCC2 (stereo unspecified)	u	-16%	-12%	-9%	15	7%	-15%
O=C(Cc1cccc(Cl)c1)N1CCN(Cc2ccccc2-c2cccnc2)CC1	-9%	u	x	u	7	-1%	-2%[12.5 µM]
Cc1c(N)nc([C@H](CC(N)=O)NC[C@@H](N)C(N)=O)nc1C(=O)N[C@H](C(=O)N[C@@H](C)[C@H](O)[C@@H](C)C(=O)N[C@@H](C(=O)NCCc1nc(-c2nc(C(=O)NCCC[S+](C)C)cs2)cs1)[C@@H](C)O)C(O[C@H]1O[C@H](CO)[C@H](O)[C@@H](O)[C@@H]1O[C@H]1O[C@H](CO)[C@@H](O)[C@H](OC(N)=O)[C@H]1O)c1cnc[nH]1 (stereo partly specified)	u	x	x	x	x	u	-14%
O=S(=O)(c1cccs1)N1C[C@@H](c2ccc(F)cc2)[C@@H]2[C@H]1C1CCN2CC1	-12%	-5%	-8%	1%	10	-7%	-1%

Additional entries.
SMILES	GPT2 inhibitor	HEK293 tox	Luciferase inh	3T3 cytotox	IP6K1 inhibitor	SNCA expr inh	SNCA viab count
CN1CCN(Cc2cccc(OC(F)F)c2)CC1CCO (stereo unspecified)	-25%	i	-4%	-1%	4	-8%	-11%
Cc1cc(-c2cc3c(cn2)CN(CC(C)C)CCN3)ccn1	-3%[88.5 µM]	u	4.5µM*	u	-12	49%[activator][87.6 µM]	-13%[87.6 µM]
ClC1=C(Cl)C2(Cl)C(CBr)CC1(Cl)C2(Cl)Cl (stereo unspecified)	i	x	x	x	6	-13%[25.6 µM]	19%[23.9 µM]
COCCNC(=O)[C@H]1CN2CC[C@H]1C[C@@H]2Cn1cc(CC2CCCCC2)nn1	-37%[88.5 µM]	-7%[172 µM]	0%[172 µM]	-12%[174 µM]	13	-18%[87.6 µM]	-10%[87.6 µM]
Cc1cc(CN2CCC23Cc2ccccc2NC3=O)no1 (stereo unspecified)	i	-2%[172 µM]	4%[172 µM]	1%[138 µM]	1	6%[87.6 µM]	5%[87.6 µM]
O=C(c1cccs1)N1[C@H]2CC[C@@H]1c1cnc(-c3ccc(F)cc3)nc1C2	-29%	u	u	u	21	58%[activator]	-4%
Cn1cc(C(=O)N2[C@H]3CC[C@@H]2c2cnc(-c4ccccc4)nc2C3)cn1	-12%	u	0%	u	22	-3%	8%
c1ccc(C2=NOC3(CCCN(Cc4ccsc4)C3)C2)nc1 (stereo unspecified)	i	-20%	x	-19%	12	1%	-16%

Bioassay records as filed in PubChem.
